High-throughput results from PubChem.
TexasRed autofl = compounds fluorescent in Texas Red spectral region; Compound fluorescence, Texas Red channel, 547/618 nm; hits give high values; max dye-equivalent concentration, M; 0.06% of 59,000 active; AID 587; in the data active = max dye-equivalent concentration above about 10 nM; inconclusive = between about 1.1 nM and that limit
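Compound titrations in 100 mM Tris pH 8.0 were incubated 15 min at room temperature and read at 547 nm excitation / 618 nm emission. Texas Red six-point standard curve on each plate converted fluorescence to dye-equivalent concentration.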
BRCT PPI green = inhibitors of human BRCA1 BRCT-phosphoprotein interaction (green fluorophore); BRCA1 BRCT-phosphopeptide binding, green fluorescence polarization; AID 875; Potency, µM (series often up to 76.9 µM), for the others: at the top dose activity change, negative = inhibition, usual class: inhibitors; P38398; 0.05% of 75,000 active;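 also: potency is read from the fitted curve at half-maximal effect; plate controls were peptide without protein for full effect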
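Fluorescence polarization: His-tagged BRCT (~35 kDa BRCA1 C-terminus, 250 nM) bound to 100 nM fluorescein-labeled phosphorylated 10-aa BACH1 peptide, pH 7.3 phosphate buffer with DTT and Tween 20. Compounds incubated 12 min at room temperature; inhibition read as lowered polarization.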
BRCT PPI red = disrupts BRCA1 BRCT binding to phosphoprotein, red fluorophore readout; Potency, µM (series often up to 76.9 µM), for the others: at the top dose activity change, negative = inhibition, hits mostly inhibitors; P38398; AID 892; 0.03% of 75,000 active; BRCT-phosphopeptide binding, red fluorescence polarization; also: % is scaled to controls: 0 for no effect and ±100 for the full control effect
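Fluorescence polarization: 100 nM His-tagged BRCA1 BRCT with 100 nM TAMRA-labelled phospho-BACH1 decapeptide, phosphate buffer pH 7.3 with 150 mM NaCl, DTT, 0.01% Tween 20; 12 min RT. Binding inhibition seen as FP decrease.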
Casp7 inh = allosteric or competitive inhibitors of human caspase-7. P55210. recombinant caspase-7, Ac-DEVD-AFC fluorescence rate. Potency, µM (doses to about 57.5 µM), for the others: at the highest dose activity change, negative = inhibition, actives largely listed as inhibitors. 0.02% of 75,000 active; active = well fitted inhibition curve with a large enough effect in the main read-out, with a control signal flat, not every such curve was filed as active; inconclusive = small, poorly fitted or top-dose-only effect, or a change in a side signal; also: potency is read from the fitted curve at half-maximal effect; % of control where 0% means no effect
A350 autofl = compounds fluorescent in Alexa 350 spectral region; max dye-equivalent concentration, M; Compound autofluorescence, 340/450 nm, Alexa 350 dye-equivalents; hits give high values; 11% of 59,000 active; AID 590; in the data active = max dye-equivalent concentration above about 10 nM; inconclusive = mostly about 1.1 nM to 9.6 nM
HEK293 cAMP cs = parental HEK293 cAMP activation (counter-screen); parental HEK293 CNG cAMP sensor, membrane potential fluorescence; 2.5% of 73,000 active; Potency, µM (series often up to 57.1 µM), without a hit: at the top dose activation, usual class: activators; AID 938; also: potency is read from the fitted curve at half-maximal effect; % of control where 0% means no effect; nearly all actives have a fitted effect of over 55% in size
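Parental HEK 293 cells stably expressing a cAMP-gated CNG channel were loaded with membrane potential dye containing 100 uM RO 20-1724 for 60 min. Compound added for 30 min; depolarization read as fluorescence intensity at 590 nm.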
Rhodamine autofl = rhodamine region autofluorescence; Rhodamine-region fluorescence, 547/598 nm, Tris buffer; hits give high values; max dye-equivalent concentration, M; 0.05% of 59,000 active; in the data active = max dye-equivalent concentration above about 11 nM; inconclusive = between about 1.1 nM and that limit
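Intrinsic compound fluorescence, ex 547 / em 598 nm, CCD imager. Tris 100 mM pH 8.0; 15 min RT. Output = rhodamine dye-equivalent concentration at each compound concentration.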
4MU fluor = 4-MU region autofluorescence; 11% of 59,000 active; max dye-equivalent concentration, M; compound autofluorescence, 340/450 nm, 4-MU equivalents; hits give high values; in the data active = max dye-equivalent concentration above about 10 nM; inconclusive = mostly about 1.1 nM to 9.6 nM
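Intrinsic fluorescence at 340/450 nm (ex/em) was read after 15 min at room temperature in pH 8.0, 100 mM Tris. Each compound concentration expressed as 4-MU-equivalent concentration from a six-point 4-MU standard series on each plate.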
Casp1 inh = caspase-1 (human) inhibition, allosteric or competitive; AID 900; Potency, µM (series often up to 57.5 µM), for inactives: top-dose activity change, negative = inhibition, actives largely listed as inhibitors; Caspase-1 enzyme, Ac-WEHD-AFC fluorogenic rate; 0.03% of 75,000 active;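 also: potency is read from the fitted curve at half-maximal effect; plate controls were vehicle for no effect and no substrate for full effect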
Fluorescein fluor = compound fluoresces in the fluorescein spectral region. Compound autofluorescence, 480/540 nm, fluorescein-equivalent; hits give high values. max fluorescein-equivalent concentration, M. AID 593. 0.91% of 59,000 active; in the data active = max fluorescein-equivalent concentration above about 10 nM; inconclusive = between about 1.1 nM and that limit
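First, buffer (100 mM Tris, pH 8.0) dispensed; second, compounds and fluorescein standards pinned in; third, 15 min room-temperature incubation; finally, imaging at ex 480 nm/em 540 nm. Fluorescence normalized against the six-point fluorescein curve.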
USP2a inh = USP2a (human) protease inhibition; USP2a enzymatic assay, qHTS inhibition; 0.1% of 60,000 active; Potency, µM (top dose mostly 38.3 µM), inactives show top-dose activity change, negative = inhibition, most hits filed as inhibitors;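 also: potency is read from the fitted curve at half-maximal effect; nearly all actives have a fitted effect of over 60% in size; plate controls were DMSO for no effect and NEM full inhibition control for full effect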
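20 nM USP2 core + cpd, 30 min RT; add 20 nM Ub-PLA2/20 uM NBD C6-HPC; read Ex460/Em535 at 0 h and 2.5 h. Normalized to NEM; qHTS curve fit/classification.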
The depositor's hits bear a star; i = inactive; ? = inconclusive; . = not tested or not shown; [ ] = remark or other dose. Unless noted, calls follow the shape of the dose curve; as a rule, active = well fitted curve in the direction sought with a large enough effect; inconclusive = small, poorly fitted or top-dose-only effect, or another doubt; inactive = no such curve, though single readings can be large; an effect the other way counts as inactive or inconclusive.

Sample of the layout:
SMILES	TexasRed autofl	BRCT PPI green	BRCT PPI red	Casp7 inh	A350 autofl	HEK293 cAMP cs	Rhodamine autofl	4MU fluor	Casp1 inh	Fluorescein fluor	USP2a inh
O=C(NC1=NCCS1)c1nc(-c2ccccc2)n(-c2ccccc2)n1	i	-1.1%	0.3%	0%	i	7%	i	i	2%	i	6%
COc1ccc(S(=O)(=O)Nc2ccc(CC#N)cc2)cc1	i	-0.9%	-0.8%	1%	i	1%	i	i	0%	i	-3%
Clc1ccc(Cl)c(Nc2ccnc(SCc3ccccc3)n2)c1	i	0.8%[15.4 µM]	-1.0%[15.4 µM]	0%[11.5 µM]	i	1%[11.4 µM]	i	i	4%[11.5 µM]	?	.
O=C(O)c1ccc(NC(=O)C2CCCCC2)cc1	i	-0.8%	0.6%	-2%	i	0%	i	i	-2%	i	-7%
CCOc1ccc(N2C(=O)C3CCCN3C2=O)cc1 (stereo unspecified)	?	-0.4%	-1.0%	5%	i	-1%	i	i	-1%	i	-4%

Results, previewed entries included:
SMILES	TexasRed autofl	BRCT PPI green	BRCT PPI red	Casp7 inh	A350 autofl	HEK293 cAMP cs	Rhodamine autofl	4MU fluor	Casp1 inh	Fluorescein fluor	USP2a inh
O=C(NC1=NCCS1)c1nc(-c2ccccc2)n(-c2ccccc2)n1	i	-1.1%	0.3%	0%	i	7%	i	i	2%	i	6%
COc1ccc(S(=O)(=O)Nc2ccc(CC#N)cc2)cc1	i	-0.9%	-0.8%	1%	i	1%	i	i	0%	i	-3%
Clc1ccc(Cl)c(Nc2ccnc(SCc3ccccc3)n2)c1	i	0.8%[15.4 µM]	-1.0%[15.4 µM]	0%[11.5 µM]	i	1%[11.4 µM]	i	i	4%[11.5 µM]	?	.
O=C(O)c1ccc(NC(=O)C2CCCCC2)cc1	i	-0.8%	0.6%	-2%	i	0%	i	i	-2%	i	-7%
CCOc1ccc(N2C(=O)C3CCCN3C2=O)cc1 (stereo unspecified)	?	-0.4%	-1.0%	5%	i	-1%	i	i	-1%	i	-4%
Cc1ccc(-n2ncc3c(N4CCN(c5ccc(F)cc5)CC4)ncnc32)c(C)c1	i	-1.1%	0.2%	-1%	i	3%	i	i	-2%	i	10%
CCCCCOC(=O)Cn1c(N2CCCCCC2)nc2c1c(=O)[nH]c(=O)n2C	i	-4.9%	-0.6%	1%	i	17%	i	i	0%	?	22%
CN1CCN(C2=C(Cl)C(=O)N(Cc3ccccc3)C2=O)CC1	i	-2.2%	1.0%	-8%	?	3%	i	i	-7%	?	-3%
C=CCn1c(C)c(C(C)=O)c(N2CCOCC2)nc1=S	.	-2.3%	1.1%	0%	.	5%	.	.	-7%	.	-6%
CC1(C)CC(=O)C(CCC(=O)c2ccccc2)C(C)(C)N1 (stereo unspecified)	?	-1.7%	-0.5%	-1%	i	6%	i	i	2%	i	-2%
Cc1nnc(SCCN2C(=O)c3ccccc3C2=O)[nH]c1=O	i	-3.8%	-1.0%	1%	i	8%	i	i	0%	i	1%
COc1cc(C2c3c(oc4ccccc4c3=O)C(=O)N2Cc2ccncc2)ccc1O (stereo unspecified)	i	-4.1%	-1.2%	0%	?	-5%	i	i	0%	i	-1%
CCCC(C)CO (stereo unspecified)	.	-2.2%	2.4%	0%	.	-10%	.	.	-2%	.	.
Cc1ccc(S(=O)(=O)NC2OC(=O)C(Cl)=C2Cl)cc1 (stereo unspecified)	.	-0.9%	-0.2%	-2%	.	3%	.	.	1%	.	.
CCCCn1c(SCC(=O)N(CC)C2CCS(=O)(=O)C2)nnc1C(CC)N(C)C (stereo unspecified)	i	-1.0%	0.1%	2%	i	2%	i	i	2%	i	7%
CCCCn1nnnc1SCC(=O)Nc1ccc(F)cc1	i	1.1%	0.1%	-2%	i	5%	i	i	-2%	i	1%
CC(C)C(=O)Nc1ccc(NC(=O)c2ccccc2Cl)nc1	i	-1.8%	-1.7%	1%[0.00368 µM]	?	8%	i	i	1%	i	-6%
CS(=O)(=O)c1ccc(N2CCN(C3CC(=O)NC3=O)CC2)cc1 (stereo unspecified)	i	-0.8%	1.4%	-2%	i	5%	i	i	2%	i	-5%
O=C(c1cnccn1)N1CCC2(CC1)CCN(c1ccccc1)CC2	i	-0.5%	-1.6%	-1%	i	-4%	i	i	-3%	i	20%
CCCC(=O)Nc1sc2c(c1C#N)CCCC2	i	.	.	.	i	.	i	i	.	i	.
COc1ccc2c(c1)CCc1c(C(=O)N3CCOCC3)noc1-2	i	0.4%	-1.5%	1%	i	2%	i	i	1%	?	-1%
CCCCOC(=O)C1=C(C)NC2(O)c3ccccc3C(=O)C12O (stereo unspecified)	i	-3.6%	-1.5%	1%	i	11%	i	i	0%	i	4%
N#C/C=C\Oc1ccc(Cl)cc1N	i	-0.5%	-0.1%	-1%	i	6%	i	i	-4%	i	-2%
CCCNC(=O)CN(C)C(=O)c1n[nH]c2ccccc12	i	-2.2%	-0.4%	2%	?	?	i	i	0%	?	-4%
CN(C1CCS(=O)(=O)C1)S(=O)C12CC3CC(CC(C3)C1)C2 (stereo unspecified)	?	-0.4%	-0.2%	0%	?	-3%	i	i	2%	i	3%
Remaining list, next part.
SMILES	TexasRed autofl	BRCT PPI green	BRCT PPI red	Casp7 inh	A350 autofl	HEK293 cAMP cs	Rhodamine autofl	4MU fluor	Casp1 inh	Fluorescein fluor	USP2a inh
COC(=O)c1[nH]c2ccccc2c1NC(=O)CN1CCCCCC1	i	-1.4%	0.0%	-3%	i	9%	i	i	-4%	i	21%
CCc1c(C)nc2c(C#N)c(C)[nH]n2c1=O	i	-0.2%	-0.4%	0%	i	14%	i	i	-1%	i	-4%
O=C(COC(=O)c1ccccc1NC(=O)c1ccco1)NCc1ccc2c(c1)OCO2	i	-3.3%	0.3%	0%	?	?	i	?	-2%	i	-4%
N#Cc1c2n(c3c(=O)n(Cc4ccccc4)cnc13)CCCC2	i	0.2%	-1.3%	1%	i	0%	i	i	-1%	?	1%
CCN(CC)S(=O)(=O)c1cccc(C(=O)Nc2nncs2)c1	?	1.1%	0.0%	0%	1.2e-07M*	6%	i	1.2e-07M*	1%	i	0%
CN(C(=O)C1CCOC1)c1nnc(-c2cccnc2)s1 (stereo unspecified)	i	-2.2%	-1.9%	1%	i	8%	i	i	-1%	?	-6%
O=S(=O)(c1ccccc1)N1CCC2(CC1)CN(c1ccncc1)C2	i	-1.9%	-1.8%	1%	i	3%	i	i	-2%	i	6%
CN1C[C@H](C(=O)N[C@]2(C)O[C@@]3(O)[C@H]4CCCN4C(=O)[C@H](Cc4ccccc4)N3C2=O)C[C@H]2c3cccc4[nH]cc(c34)C[C@@H]21	.	20%	1.4%	-2%	.	-25%	.	.	0%	.	.
O=C(CSc1ccc2c(c1)OCCO2)NCC1CCCO1 (stereo unspecified)	i	0.5%	0.2%	-3%	i	-1%	i	i	2%	?	0%
COC(=O)NC(/C(C(=O)OC)=C(\C)NCc1ccccc1)c1cccc(F)c1 (stereo unspecified)	.	-1.7%[15.4 µM]	1.6%[15.4 µM]	1%[11.5 µM]	.	24%[11.4 µM]	.	.	-1%[11.5 µM]	.	.
Cc1cc(NC(=O)CCC(=O)N(CC2CCCO2)C(C(=O)NC2CCCC2)c2ccccc2C)no1 (stereo unspecified)	i	-7.0%	-3.3%	0%	i	16%	i	i	-1%	?	.
COC(=O)c1ccc(NC(=O)C(C)N2C(=O)c3ccccc3C2=O)cc1 (stereo unspecified)	?	-0.1%	-0.9%	-1%	i	0%	i	i	3%	?	2%
CCN1CCc2c(sc(NC(=O)c3ccc(S(=O)(=O)N4CCOCC4)cc3)c2C(N)=O)C1	.	6.3%	1.3%	-9%	.	16%	.	.	-6%	.	.
COc1ccc(C(=O)c2no[n+]([O-])c2C(=O)c2ccc(OC)cc2)cc1	i	6.9%	1.5%	-4%	i	11%	i	i	-5%	?	-25%
CC1CCN(CC(O)COc2ccc(F)cc2)CC1 (stereo unspecified)	.	0.2%	-0.5%	1%	.	?	.	.	-3%	.	.
CCOC(=O)c1cnc2c(C(=O)OC)cccc2c1NCc1ccco1	i	2.1%	0.7%	-5%	3.9e-08M*	-1%	i	3.7e-08M*	-9%	i	17%
CCN1C(=O)NC2C1N(S(C)(=O)=O)CCN2S(C)(=O)=O (stereo unspecified)	.	-1.4%	-1.4%	1%	.	8%[11.4 µM]	.	.	0%	.	3%[7.66 µM]
Cc1cc(NC(=O)COC(=O)C2COc3ccccc3O2)no1 (stereo unspecified)	?	1.1%	0.0%	-2%	i	-5%	i	i	-2%	i	-5%
CN(c1ccccc1)c1nc2ccsc2c(=O)s1	i	0.3%	-2.9%	-4%	i	?	i	i	-8%	i	-4%
COc1ccc(-c2nnn(CC(=O)c3ccccc3)n2)cc1OC	i	-0.9%	0.0%	-4%	i	-1%	i	i	2%	?	7%
CC(=O)Nc1cc(C(=O)c2ccccc2)ccc1N1CCOCC1	i	-1.1%	-1.2%	-1%	i	-1%	i	i	0%	?	-2%
CC(C(=O)N1CCN(c2ccccc2)CC1)N1C(=O)C2CC=CCC2C1=O (stereo unspecified)	i	-0.8%	-1.2%	-10%	i	1%	i	i	-4%	?	14%
Cc1ccc(NC(=O)C2CCCN(S(=O)(=O)c3ccc4c(c3)oc(=O)n4C)C2)nc1 (stereo unspecified)	.	-0.9%	0.3%	-1%	.	-3%	.	.	-1%	.	.

Not all compounds are listed; the hit share may differ from the screen's.
